Screens from PubChem.
UGM FP inh: blocks M. tuberculosis UGM enzyme; purified UGM, fluorescence polarization probe displacement; inhibition, % at 10 µM; P9WIQ1; 320,000 tested, 0.06% active; in the data active = inhibition above about 10%, passing the limit was not always enough; inconclusive = no clear call, values can overlap the other calls
Target sequence (P9WIQ1 whole entry, looked up): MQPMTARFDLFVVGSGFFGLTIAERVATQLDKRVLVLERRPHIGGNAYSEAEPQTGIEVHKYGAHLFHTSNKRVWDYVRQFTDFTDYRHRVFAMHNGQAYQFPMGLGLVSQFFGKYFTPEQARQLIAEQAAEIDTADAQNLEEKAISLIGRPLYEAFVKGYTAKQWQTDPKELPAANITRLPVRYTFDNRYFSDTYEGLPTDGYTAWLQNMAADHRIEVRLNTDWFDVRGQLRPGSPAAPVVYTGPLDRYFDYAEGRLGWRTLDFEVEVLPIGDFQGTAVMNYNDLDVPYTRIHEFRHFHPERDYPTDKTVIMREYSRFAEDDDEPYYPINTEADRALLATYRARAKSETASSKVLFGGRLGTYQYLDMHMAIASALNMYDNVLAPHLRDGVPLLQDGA
BoNT A protease: BoNT A light chain protease inhibition | multiplex microsphere protease substrate cleavage, flow cytometry | 360,000 tested, 0.17% active | inhibition, % at 10 µM; in the data active = inhibition above about 30%; inconclusive = no clear call, values can overlap the other calls; also: plate controls were buffer without enzyme for full effect and enzyme alone for no effect
Mtb FBA inh: Mtb fructose-bisphosphate aldolase inhibition. AID 588726. P9WQA3. purified M. tuberculosis FBA, fluorescence read-out. 360,000 tested, 2.3% active. inhibition, % at 1 µM; in the data active = inhibition above about 27%;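 also: 0% = vehicle and 100% = reference inhibitor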
Target sequence (P9WQA3 whole entry, looked up): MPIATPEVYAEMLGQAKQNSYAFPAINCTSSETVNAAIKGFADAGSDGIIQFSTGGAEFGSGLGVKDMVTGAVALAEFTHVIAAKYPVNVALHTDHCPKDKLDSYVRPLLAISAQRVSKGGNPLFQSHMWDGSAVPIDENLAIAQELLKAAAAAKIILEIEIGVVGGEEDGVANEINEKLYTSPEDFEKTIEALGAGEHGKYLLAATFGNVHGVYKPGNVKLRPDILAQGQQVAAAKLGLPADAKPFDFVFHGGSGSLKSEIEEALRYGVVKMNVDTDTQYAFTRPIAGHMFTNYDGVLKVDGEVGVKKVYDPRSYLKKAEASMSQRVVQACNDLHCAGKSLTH
BioA inh: BioA (M. tuberculosis) enzyme inhibition | purified M. tuberculosis BioA enzyme, plate reader | inhibition, % at 9.99 µM | 360,000 tested, 0.096% active | AID 602481; in the data active = inhibition above about 40%; inconclusive = no clear call, values can overlap the other calls
FadD28 FP inh: blocks FadD28 binding to the bisubstrate probe | fluorescence polarization | inhibition, % at 12.5 µM | 360,000 tested, 0.22% active; in the data active = inhibition above about 8.5%, passing the limit was not always enough; inconclusive = no clear call, values can overlap the other calls
BoNT-F LC inh: inhibitors of Botulinum neurotoxin F light chain protease. Multiplex microsphere protease cleavage assay, flow cytometry. inhibition, % at 10 µM. 360,000 tested, 0.22% active; in the data active = inhibition above about 35%, passing the limit was not always enough; inconclusive = no clear call, values can overlap the other calls; also: plate controls were buffer without enzyme for full effect and enzyme alone for no effect
CCHFV vOTU inh: blocks the CCHF virus ovarian tumor domain protease | CCHFV vOTU protease, Pep-AMC fluorescence | 370,000 tested, 0.55% active | inhibition, % at 11.5 µM; also: 0% = vehicle wells with enzyme and 100% = no enzyme wells
GDH-TPI counter: inhibits GDH-TPI coupling enzymes, artifact for Mtb FBA screen | GDH-TPI coupled enzyme counterscreen, NADH absorbance | inhibition, % at 4.8 µM | 360,000 tested, 1.2% active | AID 588335;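 also: 0% = DMSO wells and 100% = wells lacking the enzyme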
PrPC TRFRET: reduces human prion protein on the cell surface | P04156 | cell surface PrPC, TR-FRET read-out | inhibition, % at 13.8 µM | 370,000 tested, 0.43% active | AID 720596; in the data active = inhibition above about 24%; also: 0% = median of the test wells and 100% = reference compound wells
Numbers without * were called inactive; ? = inconclusive; nt = no result given; + = active, no number; & = joins results of further samples. Rule as the data show it, unless noted: active = inhibition above about 30%; inactive = the rest.

SMILES | UGM FP inh | BoNT A protease | Mtb FBA inh | BioA inh | FadD28 FP inh | BoNT-F LC inh | CCHFV vOTU inh | GDH-TPI counter | PrPC TRFRET
CCOc1ccc(S(=O)(=O)N(CC)CC)cc1N | -3.7 | 0.7 | 1 | nt | -0.1 | -4 | 13 | -1 | -1
O=C1CC(N2CCN(Cc3ccc4c(c3)OCO4)CC2)C(=O)N1CCc1ccccc1 (configuration not stated) | 0.4 | -1.8 | -4 | -0.9 | -4.0 | -11 | -5 | -21 | 10
COCCCNC(=O)COc1ccc(-c2nccc(-c3ccccn3)n2)cc1 | -0.5 | 0.0 | -7 | -1.8 | -5.2 | 0 | 4 | -1 | 6
COc1cc(C(=O)NCC(=O)NNC(=O)C2COc3ccccc3O2)cc(OC)c1OC (configuration not stated) | 1.0 | -0.9 | 3 | -1.0 | -0.4 | -2 | -10 | 2 | -1
CC(C)n1cnnc1SCC(=O)Nc1ccc(Br)cc1F | -2.7 | 0.5 | 0 | nt | -1.7 | -6 | -3 | 12 | 5
COc1ccccc1CC(=O)N(CCC1=CCCCC1)c1c(N)n(Cc2ccccc2)c(=O)[nH]c1=O | nt | -2.1 | -3 | -2.0 | -2.7 | -1 | -23 | 1 | 8
O=C(Nc1nnc(-c2cccs2)o1)c1cccc(F)c1 | -0.7 | 0.2 | -2 | 0.4 | -2.0 | 0 | 17 | 21 | 0
O=C(Cc1ccccc1)Nn1c(O)c(/C=C2\C=Nc3ccccc32)sc1=S | -1.4 | 23 | -19 | nt | -2.6 | 16 | 12 | -10 | -2
NC12CN3CN(CN(C3)C1)C2 (tested in a mixture with another compound) | 1.9 | 1.2 | 1 | -1.0 | -2.7 | 4 | -5 | 0 | 0
COc1ccc(O)c(C(=O)c2cc(C#N)c(=O)n(CC3CCCO3)c2)c1 (configuration not stated) | 0.2 | 0.0 | 0 | -1.3 | -0.5 | 3 | 2 | 28 | -3
Cc1noc(C)c1NC(=O)Nc1ccc2c(c1)C(=O)N([C@H](C)CO)C[C@H](C)[C@@H](CN(C)C(=O)NC1CCCCC1)O2 | -0.8 | -0.1 | 3 | -3.1&-0.5 | -0.3 | 4 | -8 | 4 | -3
N#CCCN1CCN(S(=O)(=O)c2ccc(S(=O)(=O)N3CCCC3)cc2)CC1 | -0.8 | -0.2 | 2 | -1.6 | -0.7 | 3 | -2 | 5 | 9
CCN(CC)c1ccc(C(=O)N/N=C(\C)c2ccc(OC)c(OC)c2)cc1 | 1.7 | 0.6 | -2 | nt | 0.9 | 2 | 20 | 32* | -2
N=c1c(C(=O)NCC2CCCO2)cc2c(=O)n3ccccc3nc2n1Cc1ccc(F)cc1 (configuration not stated) | 2.5 | 3.5 | + | 5.0 | -2.1 | 8 | -91 | 0 | -15
CC1CCCN(CCCNC(=O)c2ccc(NC(=O)C3=CSCCO3)cc2)C1 (configuration not stated) | 0.3 | -1.4 | 0 | 3.3 | -0.8 | 5 | 6 | 10 | -6
CCC(=O)N(Cc1cc2c(C)ccc(C)c2[nH]c1=O)C1CCCCC1 | 1.7 | 0.3 | 6 | 0.8 | -0.1 | -1 | 0 | 12 | 3
COc1cc(N(C(C)=O)c2ccc(O)c(C(=O)O)c2)c2ncccc2c1 | nt | -0.1 | 1 | 0.8 | 2.6 | 0 | 21 | 1 | -4
Cc1cc(COc2ccccc2O)on1 | 0.1 | -0.4 | 2 | -1.2 | 0.4 | -4 | -14 | -10 | 7
O=C(NCc1ccncc1)c1cc(S(=O)(=O)N2CCOCC2)c(Cl)cc1Cl | -1.6 | nt | -5 | -0.3 | -3.0 | nt | 6 | -2 | -5
COC(=O)c1nn(-c2ccc(OC)cc2)c(=O)cc1NN | 1.4 | -1.3 | 0 | nt | -3.6 | -3 | 14 | 5 | -1
Cc1ccc(/C=N/Nc2cn[nH]c(=O)n2)o1 | 2.5 | -1.1 | -3 | nt | -3.8 | -2 | 4 | 33* | -3
Cc1ccccc1C(=O)N1CCC(C(=O)N(C)CC(=O)Nc2cccc(F)c2)CC1 | 3.9 | -0.4 | -2 | 1.1 | -3.4 | -2 | -1 | 6 | -4
Cc1oc(-c2ccccc2)nc1CS(=O)CC(=O)NC1CCCCCC1 (configuration not stated) | -0.7 | 0.6 | -1 | 0.8 | -0.6 | -2 | 1 | -1 | 5
COc1ccc(N2CCN(C(=O)CCC(=O)N3CC(C)Oc4ccccc43)CC2)cc1 (configuration not stated) | -2.0 | -0.3 | 2 | -0.3 | -1.2 | -6 | 1 | 5 | 1
COc1cc2c(c(OC)c1OC)C(c1ccccc1C)CC(=O)O2 (configuration not stated) | nt | 0.0 | -2 | 0.2 | -4.2 | -5 | 6 | 7 | 0
O=C(/C=C/Nc1ccccc1)c1ccc(Cl)cc1Cl | 1.4 | -6.6 | 2 | -0.7 | 0.4 | ? | -2 | 20 | 10
Cc1noc(NS(=O)(=O)c2ccc(NC(=O)CSc3nc4c(cc3C#N)CCCCC4)cc2)c1C | 3.8 | -2.9 | 1 | 0.7 | 1.1 | -7 | -8 | 2 | -7
Cc1[nH]c(=O)[nH]c(=O)c1S(=O)(=O)N(CC(C)C)CC(C)C | 1.0 | 4.1 | 2 | -0.7 | 0.2 | 22 | 5 | -3 | 2
O=C(/C(=C/O)N=Nc1ccccc1)c1cccs1 | 2.9 | -1.1 | -1 | nt | -1.1 | -1 | 2 | 15 | -5
Cc1nn(-c2ccccc2)c(C)c1C(=O)OCC(=O)NC12CC3CC(CC(C3)C1)C2 | -1.1 | 2.1 | 0 | -0.2 | -1.6 | 2 | nt | 2 | nt
Cn1nnc(NC(=S)NC(=O)c2cccs2)n1 | 3.1 | -0.5 | 2 | 1.1 | 0.0 | 1 | -12 | 2 | 5
CC(C)(CNC(=O)c1ccc(S(=O)(=O)N2CCCC2)cc1)N1CCOCC1 | 0.3 | -1.6 | -3 | -5.5 | 1.3 | 6 | -8 | -10 | -7
c1ccc(-c2nnsc2-c2ccccc2)cc1 | -0.1 | 0.7 | -2 | -0.6 | nt | -4 | 17 | -11 | 5
S=C(NCc1ccc(Cl)cc1)NC1CCN(Cc2ccccc2)CC1 | 4.3 | -1.2 | 3 | nt | -6.0 | -3 | 13 | 5 | -11
O=C(C1CCC(N2C(=O)C3CC=CCC3C2=O)CC1)N1CCCCC1 (configuration not stated) | -0.2 | 0.0 | 2 | -0.7 | -1.0 | 3 | 2 | 8 | 3
Cc1ccc(CSCc2ccc(C(=O)O)o2)cc1 | -3.2 | -2.9 | -6 | -1.8 | -3.5 | -27 | -8 | -10 | 2
CCOC(=O)N1CCN(S(=O)(=O)c2ccc(Br)cc2)CC1 | 1.9 | 2.5 | 0 | -1.6 | 0.2 | 17 | -5 | -2 | 2
Cc1cc(Sc2nc(NC(C)(C)C)nc(N3CCOCC3)n2)nc(Cl)n1 | -0.4 | -0.3 | 0 | nt | -1.6 | -6 | 4 | 4 | 8
CC1CCCN(c2c([N+](=O)[O-])c(=O)oc3ccccc23)C1 (configuration not stated) | 2.5 | ? | -1 | nt | -3.2 | 1 | 7 | 9 | 0
C=CCN(CC(=O)NCc1ccc(F)cc1)C(=O)c1csnn1 | 1.4 | 0.2 | 2 | -0.5 | -1.9 | 5 | -8 | -7 | -1
Cc1cc(NC(=O)CNCC(c2ccccc2)N(C)C)c([N+](=O)[O-])cc1C (configuration not stated) | 1.1 | -1.1 | 1 | 0.6 | -5.0 | -16 | -1 | -5 | -15
O=C(c1ccccc1)N(Cc1ccccc1)Cc1ccccc1 | 0.5 | -0.7 | 1 | 0.5 | -4.2 | 0 | 0 | -1 | 10
CCCc1cc(C(=O)Nc2cccc3ccccc23)n(C)n1 | -1.4 | -0.4 | 4 | 0.4 | 0.9 | 9 | 0 | 9 | 9
CC1CCC2(CC1)NC(=S)N(c1ccccc1)N2 (configuration not stated) | -0.8 | 0.0 | 1 | 8.4 | -2.8 | -2 | 9 | -2 | 3
CC(O)(c1ccccc1)C(c1ccccc1)C1CCCCN1 (configuration not stated) | -2.7 | 0.6 | 0 | 0.8 | -1.1 | -2 | -14 | 2 | 5
O=C(CCC(=O)N(CC(=O)NC1CCCC1)c1ccccc1F)Nc1nccs1 | -1.5 | -1.2 | 1 | -1.5 | -0.1 | 0 | -13 | 11 | -2
Cc1ccc2c(c1)C1CN(C)CCC1N2C(=O)c1cccc(S(=O)(=O)N2CC(C)CC(C)C2)c1 (configuration not stated) | -0.1 | 0.3 | 9 | nt | -1.5 | -5 | -11 | -2 | -8
COc1ccccc1C(=O)NCC(c1cccs1)N1CCc2ccccc21 (configuration not stated) | 2.5 | 1.0 | 0 | 0.6 | 1.8 | 24 | -1 | 6 | 0

Reprinted from the results shown (5 entries):
SMILES | UGM FP inh | BoNT A protease | Mtb FBA inh | BioA inh | FadD28 FP inh | BoNT-F LC inh | CCHFV vOTU inh | GDH-TPI counter | PrPC TRFRET
COc1cc(C(=O)NCC(=O)NNC(=O)C2COc3ccccc3O2)cc(OC)c1OC (configuration not stated) | 1.0 | -0.9 | 3 | -1.0 | -0.4 | -2 | -10 | 2 | -1
CC(C)n1cnnc1SCC(=O)Nc1ccc(Br)cc1F | -2.7 | 0.5 | 0 | nt | -1.7 | -6 | -3 | 12 | 5
COc1ccccc1CC(=O)N(CCC1=CCCCC1)c1c(N)n(Cc2ccccc2)c(=O)[nH]c1=O | nt | -2.1 | -3 | -2.0 | -2.7 | -1 | -23 | 1 | 8
O=C(Nc1nnc(-c2cccs2)o1)c1cccc(F)c1 | -0.7 | 0.2 | -2 | 0.4 | -2.0 | 0 | 17 | 21 | 0
O=C(Cc1ccccc1)Nn1c(O)c(/C=C2\C=Nc3ccccc32)sc1=S | -1.4 | 23 | -19 | nt | -2.6 | 16 | 12 | -10 | -2

(next part)
SMILES | UGM FP inh | BoNT A protease | Mtb FBA inh | BioA inh | FadD28 FP inh | BoNT-F LC inh | CCHFV vOTU inh | GDH-TPI counter | PrPC TRFRET
O=C(C1CCN(S(=O)(=O)c2ccccc2)CC1)N1CCC1 | 0.3 | -0.5 | -1 | -2.6 | -1.1 | -3 | -12 | 1 | 9
Cc1nn(C)c(C(=O)NNC(=S)NCc2ccccc2)c1Cl | nt | 1.4 | 3 | -0.3 | 2.6 | 7 | -3 | -3 | 3
O=S1(=O)CC(N2CCN(Cc3ccccc3F)CC2)CN1Cc1cn(Cc2ccc(C(F)(F)F)cc2)nn1 (configuration not stated) | nt | 0.4 | nt | nt | nt | 0 | 9 | nt | 9
CCCCOc1ccccc1C1NC(=O)NC(C)=C1C(=O)OCCOC (configuration not stated) | -2.0 | 1.4 | 2 | -8.3 | 0.6 | -6 | 6 | 4 | 7
COc1ccc(NC(=O)c2cc(-c3ccccc3)oc2C)cc1 | -0.4 | -0.3 | 2 | nt | -0.6 | -2 | 7 | 6 | 1
CCOC(=O)CNC(=O)C(NC(=O)C1CCC(C)CC1)C(C)CC (configuration not stated) | 3.0 | -0.1 | -1 | -2.8 | 2.2 | -1 | 11 | 15 | -4
O=C(CSc1nc2cc3ccccc3cc2[nH]1)Nc1ccc(F)cc1 | -0.6 | ? | -4 | nt | -1.7 | 1 | 12 | 9 | 13
O=S(=O)(c1ccccc1Cl)N1CCCC1c1nc(-c2ccc(Cl)cc2)no1 (configuration not stated) | -1.6 | -0.1 | -1 | -2.1 | -0.7 | -8 | -7 | 9 | 2
COc1ccc(-c2nc(C)c(C(C)=O)n2O)cc1 | 0.6 | 0.4 | 1 | -0.9 | -0.1 | -25 | 8 | 9 | -3
COc1ccc(N(CC(=O)N2CCCCCC2)S(=O)(=O)c2ccc(OC)c(OC)c2)cc1 | 1.2 | -0.7 | 0 | 1.0 | nt | -5 | -17 | -6 | -2
COc1ccc(-n2cc(C(=O)c3cc(Cl)ccc3O)cc(C#N)c2=O)cc1 | -2.5 | 1.0 | -2 | nt | -0.3 | 1 | 21 | 20 | -7
CCOc1ccc2nc(N3CCC(C(=O)NC4CCCCC4)CC3)sc2c1 | -0.8 | 0.9 | 1 | -0.8 | -0.7 | -5 | -2 | 7 | 8
COCCNC(=O)Cn1ccc2cc(S(=O)(=O)N3CCCCCC3)ccc21 | -1.8 | 2.4 | -2 | -2.2 | -1.4 | 10 | 3 | -3 | -4
